High-throughput results as filed in PubChem.
CHRM1 antagonist: antagonists of human M1 muscarinic receptor | hit rate 1.3% among 360,000 | inhibition, % at 3 µM | CHO-K1 hM1, Fluo-8 calcium fluorescence, ACh EC80 antagonist;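 active = percent inhibition above its own plate's cutoff, namely the mean of that plate's compound wells plus 3 SD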;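 note: peak over basal fluorescence ratio during 140 s after agonist addition; 0% = ACh EC80 plus DMSO and 100% = DMSO alone without agonist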
Target sequence (P11229 whole entry, looked up): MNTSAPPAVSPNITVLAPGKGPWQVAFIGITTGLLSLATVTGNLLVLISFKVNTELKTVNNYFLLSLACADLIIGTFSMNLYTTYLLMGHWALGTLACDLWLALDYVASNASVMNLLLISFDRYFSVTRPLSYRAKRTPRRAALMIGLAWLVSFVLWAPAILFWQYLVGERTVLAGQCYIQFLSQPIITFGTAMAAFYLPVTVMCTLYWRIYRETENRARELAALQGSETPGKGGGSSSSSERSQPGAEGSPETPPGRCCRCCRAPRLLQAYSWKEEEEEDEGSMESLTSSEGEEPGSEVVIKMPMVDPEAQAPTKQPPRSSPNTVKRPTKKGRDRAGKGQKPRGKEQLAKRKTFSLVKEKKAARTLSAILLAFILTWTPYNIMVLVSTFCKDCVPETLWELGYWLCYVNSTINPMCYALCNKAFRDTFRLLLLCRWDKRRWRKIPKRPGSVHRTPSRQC
OXTR potentiate: potentiates the human oxytocin receptor response; P30559; CHO-OTR cells, Fluo-8 calcium fluorescence, potentiator mode; 0% = oxytocin EC15, 100% = EC100; activation, % at 3 µM; hit rate 0.061% among 320,000; AID 2445;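 active = activation above that plate's cutoff, the mean activation of tested compounds plus 3 SD, cut at about 6.6% in these data, passing the limit was not always enough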;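 note: 100% uses oxytocin at 75 nM as the full agonist control; some results filed as inactive read as strong as hits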
Target sequence (P30559 whole entry, looked up): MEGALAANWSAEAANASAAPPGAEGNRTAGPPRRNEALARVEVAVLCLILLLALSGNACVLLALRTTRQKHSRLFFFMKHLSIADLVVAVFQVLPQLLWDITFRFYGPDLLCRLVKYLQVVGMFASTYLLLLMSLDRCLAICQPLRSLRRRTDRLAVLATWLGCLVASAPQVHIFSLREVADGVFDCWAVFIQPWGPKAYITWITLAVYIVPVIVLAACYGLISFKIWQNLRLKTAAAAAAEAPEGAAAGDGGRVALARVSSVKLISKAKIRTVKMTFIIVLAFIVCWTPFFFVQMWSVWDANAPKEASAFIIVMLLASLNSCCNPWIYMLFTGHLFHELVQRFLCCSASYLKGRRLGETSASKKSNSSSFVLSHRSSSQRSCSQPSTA
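Dosing: Single dose, 3.0 µM nominal final compound concentration | Material: Human OTR in CHO cells | Technique: Kinetic Fluo-8 calcium fluorescence | Benchmarks: EC15 oxytocin alone as 0%, 75 nM oxytocin as 100% | Probe or stimulus: Oxytocin at about EC15, sub-maximal agonist stimulus | Incubation: Compound 6 min at room temperature before oxytocin, 100 s read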
M1 ag parental: nonselective activator or artifact in parental CHO-K1 cells; Fluo-8 calcium fluorescence; scaled to maximal ATP response, vehicle zero; activation, % at 3 µM; hit rate 0.48% among 360,000; AID 602248; in the data active = activation above about 15%;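 note: untransfected CHO-K1 host cells lacking M1 receptor as counterscreen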
CHRM1 agonist: agonists of human M1 muscarinic receptor | CHO-K1 hM1, Fluo-8 calcium fluorescence, agonist mode; 0% DMSO, 100% acetylcholine EC100 | hit rate 0.33% among 360,000 | P11229 | activation, % at 3 µM;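 active = activation above the run's mean compound activation plus 3 SD, cut at about 16% in these data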;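 note: peak over basal fluorescence ratio within a 140 s kinetic read after compound addition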
CHO parental Ca: counter-screen: ATP calcium response change in parental CHO cells | parental CHO-K1, ATP-induced calcium, Fluo-8 fluorescence | inhibition, % at 5.6 µM | hit rate 0.63% among 330,000 | AID 463079;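 active = inhibition above that plate's mean sample inhibition plus 3 SD, cut at about 26% in these data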;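 note: 0% = ATP-challenged DMSO wells and 100% = DMSO wells without ATP; some compounds past the cut are filed as inactive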
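Test system: parental CHO cells; detection: calcium-sensitive Fluo-8 fluorescence; evaluation: percent inhibition of calcium signal; also added: ATP as calcium-mobilizing challenge; repeats: one well per compound; control set: ATP-challenged DMSO wells low, unchallenged DMSO wells high; compound: single nominal dose of 5.6 µM per compound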
TAAR1 antag: human TAAR1 antagonism; Q96RJ0; CHO RD-HGA16 TAAR1, Fluo-8 calcium fluorescence, antagonist; inhibition, % at 3 µM; hit rate 1.5% among 360,000;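 active = inhibition above a per-plate cutoff, the mean inhibition of test compounds on that plate plus 3 SD, cut at about 49% in these data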;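 note: 0% = DMSO plus EC80 beta-PEA response and 100% = DMSO alone without agonist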
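System: RD-HGA16 CHO cells with stable hTAAR1 and Gα16 | Probe or stimulus: EC80 β-phenethylamine stimulus | Dosing: 3 µM, single point | Times: Dye loading 75 min at 37 °C, then 30 min room temperature | Measured by: Fluo-8 calcium-sensitive fluorescence | Read-out basis: % inhibition of agonist calcium response | Replicates: n of 1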
CHO-K1 Ca antag: M1 antagonist counterscreen hit in parental CHO-K1 cells; inhibition, % at 3 µM; hit rate 0.6% among 360,000; AID 602250; ATP-induced calcium, Fluo-8 fluorescence;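 active = inhibition above a per-plate cutoff, the plate's mean sample inhibition plus 3 SD, cut at about 24% in these data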;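 note: 0% = DMSO plus EC80 ATP and 100% = DMSO alone without ATP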
M1 PAM parental: nonselective activator or artifact in parental CHO-K1 calcium assay. hit rate 0.02% among 360,000. activation, % at 3 µM. AID 602247. ATP EC20, Fluo-8 calcium fluorescence; 0% at ATP EC20, 100% at ATP max;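 active = activation above the run cutoff, the mean activation of all test compounds plus 3 SD, cut at about 40% in these data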;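 note: peak over basal fluorescence ratio in a 140 s read after ATP addition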
TAAR1 ag: agonists of human TAAR1. Q96RJ0. CHO RD-HGA16 TAAR1, Fluo-8 calcium fluorescence; vehicle wells 0%, saturating PEA agonist 100%. activation, % at 3 µM. hit rate 0.99% among 360,000;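 active = activation above the mean activation of all test compounds in the run plus 3 SD, cut at about 38% in these data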
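Test system: RD-HGA16 (CHO) cells co-expressing Gα16 and hTAAR1 / Benchmarks: DMSO vehicle as 0%, PEA at EC100 as 100% / Repeats: no replicates (n 1) / Measure: % activation from peak over basal fluorescence ratio, DMSO-to-PEA scaled / Timing: 17-24 h plating, Fluo-8 75 min 37 °C, 30 min RT / Technique: kinetic Fluo-8 calcium fluorescence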
The depositor's hits bear a star; x = not tested or not shown.

canonical_smiles	CHRM1 antagonist	OXTR potentiate	M1 ag parental	CHRM1 agonist	CHO parental Ca	TAAR1 antag	CHO-K1 Ca antag	M1 PAM parental	TAAR1 ag
O=C(CCC(=O)Nc1ccc(Br)cc1)N/N=C/c1ccccc1O	-8	-7	2.0	-1	-22	47	-5	-13	38*
Cc1ccc(NC(=O)CSc2ccc(C(N)=O)cc2[N+](=O)[O-])cc1C	-6	-9	2.0	-6	33*	2	3	4	1
CCCn1nnnc1SCC(=O)Nc1ccc(F)cc1	-3	-1	0.1	-4	-3	-4	9	-2	8
CC1CCCCC1NC(=O)CSc1nncs1 (stereo not given)	-5	-6	0.0	0	-2	7	-2	1	0
CC(=O)Nc1ccc(S(=O)(=O)NCCC(=O)Nc2ccc(C)cn2)cc1	-16	10	1.9	-2	12	-26	-14	11	3
CCOc1ccc(C(=O)Nc2c(C(N)=O)oc3ccccc23)cc1	15	0	1.3	-3	-16	15	-8	-13	3
CCOC(=O)N(NC(=O)C(O)(c1ccccc1)c1ccccc1)c1ccccc1	-5	-11	0.5	-8	-25	-34	-1	15	0
COc1ccccc1-c1nc(C(F)(F)F)c(OC)o1	2	-6	-0.2	-4	9	-2	9	-6	13
O=C(NCC1CCCO1)c1ccccc1OCc1ccc(F)cc1 (stereo not given)	-8	4	23*	-2	-21	7	10	-2	2
O=S(=O)(c1ccccc1)c1nc(-c2ccco2)oc1NCCN1CCOCC1	-6	-3	0.3	-4	-13	9	-3	20	0

Other entries follow.
canonical_smiles	CHRM1 antagonist	OXTR potentiate	M1 ag parental	CHRM1 agonist	CHO parental Ca	TAAR1 antag	CHO-K1 Ca antag	M1 PAM parental	TAAR1 ag
CCCCC(=O)Nc1ccc(C(=O)NNC(=O)c2cccs2)cc1	-14	-3	0.3	-3	7	14	-9	20	2
CCN(CC)c1ccc(C(=O)OCC(=O)NCC2CCCO2)cc1 (stereo not given)	-2	-2	0.1	-6	-17	4	2	-7	7
Cn1cccc1C(=O)NC1CCCCCC1	-4	1	0.1	0	-15	2	5	-3	1
CC(=O)Nc1ccc(NC(=O)C2CC(=O)N(Cc3ccccc3)C2)cc1 (stereo not given)	-6	-3	0.9	-4	10	-19	3	6	8
COc1cc(OC)cc(C(=O)NC(=S)NNC(=O)c2cnccn2)c1	-7	4	0.4	-7	-2	-13	-12	16	1
CCO[C@@H]1OC(C(N)=O)=C[C@H](c2coc3ccccc3c2=O)[C@H]1CCCO	-16	1	0.0	-3	-7	-8	-11	-3	2
Cn1c(=O)c2nc(Cl)c(-c3ccccc3)nc2n(C)c1=O	-11	10	2.8	-6	-5	10	-8	17	-1
O=C(NCc1ccc2c(c1)OCO2)c1cccc(S(=O)(=O)N2CCCC2)c1	-3	x	1.3	-3	x	-27	3	-1	4
COc1ccc(C(=O)Nn2c(SCC(=O)c3ccccc3)nc3ccccc3c2=O)cc1	4	-4	-0.1	-1	-5	14	6	-4	9
COc1ccc(OC)c(-c2csc(NC(=O)c3ccc(OCC4CCCO4)cc3)n2)c1 (stereo not given)	6	-18	4.3	-3	1	8	-15	14	2

Other compounds
canonical_smiles	CHRM1 antagonist	OXTR potentiate	M1 ag parental	CHRM1 agonist	CHO parental Ca	TAAR1 antag	CHO-K1 Ca antag	M1 PAM parental	TAAR1 ag
CCc1c(C)c2ccc(OCC(=O)OC)cc2oc1=O	23	2	0.2	-7	-10	-13	20	-12	16
COCCNC(=O)Cn1ncc2ccsc2c1=O	-9	-2	1.4	-4	-3	9	-10	21	1
Cc1ccc([C@H]2C[C@@H](n3cc(-c4ccc(F)cc4)nn3)[C@H](O)CN2C(=O)C2CCCCC2)cc1	-14	x	0.3	-3	x	-22	0	4	1
Cc1nn2c(-c3ccccn3)ccnc2c1Br	-15	4	0.3	-5	-1	-7	-2	7	-1
Cc1ccc(C(=O)Oc2ccc(/C=N/NC(N)=O)cc2)cc1	5	-16	0.2	0	14	-3	-25	16	5
CC(C)(C)C1CCc2c(sc(N)c2C(N)=O)C1 (stereo not given)	-16	-15	2.1	5	-13	x	14	-4	x
Cc1ccc(S(=O)(=O)/C(=C\N(C)C)c2cnc(Cl)s2)cc1	-3	-4	1.1	-1	-1	27	-17	23	2
Cc1cnc2ncc3sccc3c2c1	-5	-1	-0.3	-6	2	-3	-12	6	0
Oc1ccccc1Nc1nc(-c2ccccc2O)nc2ccccc12	2	x	1.4	-1	x	37	7	10	7
COc1ccc(/C=C(/NC(=O)c2ccccc2)C(=O)N/N=C/c2ccncc2)cc1	-3	-7	0.9	-5	-8	-3	-3	-2	1

Following part:
canonical_smiles	CHRM1 antagonist	OXTR potentiate	M1 ag parental	CHRM1 agonist	CHO parental Ca	TAAR1 antag	CHO-K1 Ca antag	M1 PAM parental	TAAR1 ag
COc1cc(NC(=O)C2CCCN(c3ncccn3)C2)cc(OC)c1 (stereo not given)	-1	-2	0.9	-4	-8	15	2	14	0
CCCCC(=O)N(CCOC)c1nnc(-c2cccnc2)s1	-1	-2	0.4	-2	-19	-9	-14	10	5
Cc1onc(-c2ccccc2)c1C(=O)Nc1ccnn1C1CCCCC1	-5	-1	-0.1	-1	-21	-2	-9	10	7
COc1cc(/C=C2\SC(=S)N(NS(=O)(=O)c3ccc(C)cc3)C2=O)ccc1O	-4	-5	24*	13	-3	37	-5	9	31
CCCCCCC1NC(C(=O)O)CS1 (stereo not given)	-11	3	0.6	-2	-6	-9	-8	5	2
Cc1nc2cc(Nc3ccncc3)ccc2s1	-2	3	1.7	-5	-13	-2	-25	29	0
Cc1cc(NC(=O)CCCN2C(=O)/C(=C/c3cccs3)SC2=S)no1	-1	-6	-0.3	-3	-11	-22	11	-13	3
Oc1cc(-c2ccc(N3CCCCC3)nc2)cc2cccnc12	-8	-5	0.3	-3	13	x	-14	-16	x
Cc1ccc(N/N=C/c2c(O)cc(C)oc2=O)cc1	-9	-8	0.8	-4	-19	-3	-8	15	16
Cc1c(OCC(=O)N2CCC(C(=O)O)CC2)ccc2c3c(c(=O)oc12)CCCC3	-4	-3	0.3	0	-8	0	2	-11	0

Continuation.
canonical_smiles	CHRM1 antagonist	OXTR potentiate	M1 ag parental	CHRM1 agonist	CHO parental Ca	TAAR1 antag	CHO-K1 Ca antag	M1 PAM parental	TAAR1 ag
CN(C)CCCNS(=O)(=O)c1ccc(N2CCC(c3ccc(Cl)cc3)=N2)cc1	x	-20	x	x	11	26	x	x	7
COc1ccc(N(CCCN2C(=O)c3cccc4cccc(c34)C2=O)C(=O)c2cccc(OC)c2)cc1	-2	-7	2.6	-9	-23	12	-3	17	1
Cc1c(N2C(=O)/C(=C/c3ccc(N(C)C)cc3)N(C)C2=S)c(=O)n(-c2ccccc2)n1C	-2	x	5.6	3	x	-6	13	-5	3
Cc1cc(C)c2c(CC(=O)NNC(=O)c3ccccc3)coc2c1	-18	-1	1.3	-3	-22	-22	-5	3	0
Cc1ccc(NC(=O)COC(=O)CCn2c(C)csc2=O)cc1S(=O)(=O)N1CCOCC1	-1	-2	0.7	-4	-9	-12	-5	-14	3
Cc1cccc(N2CC(C(=O)Nc3nnc(SCc4ccccn4)s3)CC2=O)c1 (stereo not given)	-1	-1	1.5	-2	-12	-18	-5	-1	4
CCOC(=O)C1=C(O)c2ccccc2C(=O)/C1=C\c1ccc(CC)cc1	18	3	7.7	0	-6	x	6	12	x
COc1cc(C2Nc3ccccc3C(=O)N2NS(C)(=O)=O)ccc1O (stereo not given)	-13	-7	0.0	-1	1	-8	0	11	-2
COc1ccc(C2NN=C(c3ccc(C)cc3)S2)cc1 (stereo not given)	-10	-12	-0.4	-2	-6	1	-7	-5	2
COCc1ccc(-c2c(-c3ccsc3)sc3ccccc23)cc1	-5	-3	0.5	-1	-38	-23	-14	12	7

The results go on.
canonical_smiles	CHRM1 antagonist	OXTR potentiate	M1 ag parental	CHRM1 agonist	CHO parental Ca	TAAR1 antag	CHO-K1 Ca antag	M1 PAM parental	TAAR1 ag
CCc1nc2ccc(C(=O)Nc3cccc(OC)c3)cn2c1N(C)Cc1ccc(OC)cc1	-8	x	0.9	-8	x	25	-12	21	0
Cc1cc(C)c2nc(SCC(=O)NCC3CCCO3)c(C#N)cc2c1 (stereo not given)	2	1	-0.3	-6	-6	-16	5	0	13
COc1ccc(C(=O)OCC(=O)Nc2ccc3c(c2)OCO3)cc1S(=O)(=O)N1CCOCC1	2	x	1.1	-3	x	-1	1	-4	0
COCCN(CCOC)Cc1cc(=O)oc2ccccc12	-2	x	0.8	-2	x	-8	13	10	6
O=C(O)c1ccccc1C=NNc1ccc([N+](=O)[O-])cn1	9	x	0.0	-3	x	-13	-5	-7	1
Cc1cccc(NC(=S)NNC(=O)c2ccco2)c1	-5	-3	0.9	-3	-7	5	-17	18	3
COc1ccc(NS(=O)(=O)c2cc(NC(=O)c3ccc(=O)[nH]n3)ccc2C)cc1	-2	0	-0.3	-3	-12	-12	6	1	1
CS(=O)(=O)N1CCC(C(=O)NCCN2CCN(Cc3ccccc3)CC2)CC1	-12	0	0.1	-14	-4	-2	-7	2	8
O=S(=O)(c1ccccc1)N1CCC(O)(CN2CCN(c3ccccc3)CC2)CC1	-14	x	0.5	-6	x	-9	-16	0	1
COc1cc(CN2CCNC(=O)C2CC(=O)NC2CCC2)cc(OC)c1 (stereo not given)	-5	-1	1.2	0	-5	-8	-7	16	1
